RAM network inh = inhibitors of the yeast RAM network, primary screen, dse1pr::URA3 reporter, 5-FOA selection | inhibition, % at 50 µM | 1.8% of 190,000 active | S. cerevisiae dse1pr::URA3 reporter, 5-FOA growth OD615, 2 d; analog-sensitive cbk1-as2 kinase mutant strain;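 active means inhibition above a set limit, 3 SD over mean compound inhibition, cut at about 8.4% in these data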;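 further: 0% = DMSO-only wells with no growth and 100% = 10 µM 1-NA-PP1 full growth; inhibition rescues growth on 5-FOA so higher OD means more RAM inhibition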
Diaph inh CS = diaphorase inhibitors and chemical oxidizers, primary screen, counter-screen for diaphorase-coupled primary assays, biochemical, uHTS, resorufin fluorescence; inhibition, % at 20 µM; diaphorase resazurin-to-resorufin fluorescence, NADH, 16 min; bacterial (C. kluyveri) enzyme, not human; 0.69% of 190,000 active; AID 1217, 2008;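 active means primary screen inhibition at 20 µM above a set limit, cut at about 50% in these data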;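 further: plate controls were DMSO with full reaction for no effect and wells lacking NADH for full effect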
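Test system: bacterial diaphorase enzyme (C. kluyveri); Quantity: 0.14 U/mL diaphorase, enzyme working solution; Times: reaction incubation of 16 min at room temperature; Measured by: fluorescence of resorufin formed from resazurin, Ex 544/Em 590 nm; Benchmarks: positive control minus NADH, DMSO neutral control.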
G6PDH CS = L. mesenteroides G6PDH inhibitors, counter-screen for G6PDH-coupled screening assays, biochemical, Leuconostoc mesenteroides enzyme. glucose-6-phosphate dehydrogenase [Leuconostoc mesenteroides]. Purified L. mesenteroides G6PDH, diaphorase/resazurin coupled fluorescence, 45 min. inhibition, % at 5 µM. 0.12% of 200,000 active
Diaph act CS = compounds boosting diaphorase resazurin reduction – biochemical, uHTS, resorufin fluorescence, counter-screen for diaphorase-coupled primary assays, primary screen; 0.005% of 190,000 active; Diaphorase/resazurin coupled assay, 16 min; hits give high values; 1 = vehicle wells, 0 = NADH-free wells; activation factor at 20 µM;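 active means diaphorase activity raised at least twofold by the compound at 20 µM; inactive means activation factor below 2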
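Assay system: Purified diaphorase enzyme from Clostridium kluyveri | Amount: Enzyme 0.07 U/mL final | Dosing: Compound 20 µM once, DMSO 1% | Timing: 16 min reaction at room temperature | Detection: Fluorescence, excitation 544 nm and emission 590 nm | Evaluation: Higher resorufin formation from activation or reduction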
Lmaj promast = Leishmania major promastigote growth inhibition, primary screen; Leishmania major promastigotes, resazurin fluorescence viability; inhibition, % at 10 µM; 9% of 200,000 active; AID 1063, 2008;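 further: promastigotes grown with compound for 44 hours at 28 °C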
PMI activator = activators of human PMI, primary screen, biochemical, fluorescence intensity, near-Km mannose 6-phosphate; activation factor at 20 µM; 0.005% of 190,000 active; purified human PMI, coupled resazurin fluorescence, 20 min; hits give high values; 1 = vehicle control, 0 substrate-free wells; Mannose-6-phosphate isomerase (Homo sapiens), P34949; AID 1214, 2008;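 active means activation factor of 2 or more at 20 µM, relative to plate controls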
Target sequence (P34949 whole entry, looked up): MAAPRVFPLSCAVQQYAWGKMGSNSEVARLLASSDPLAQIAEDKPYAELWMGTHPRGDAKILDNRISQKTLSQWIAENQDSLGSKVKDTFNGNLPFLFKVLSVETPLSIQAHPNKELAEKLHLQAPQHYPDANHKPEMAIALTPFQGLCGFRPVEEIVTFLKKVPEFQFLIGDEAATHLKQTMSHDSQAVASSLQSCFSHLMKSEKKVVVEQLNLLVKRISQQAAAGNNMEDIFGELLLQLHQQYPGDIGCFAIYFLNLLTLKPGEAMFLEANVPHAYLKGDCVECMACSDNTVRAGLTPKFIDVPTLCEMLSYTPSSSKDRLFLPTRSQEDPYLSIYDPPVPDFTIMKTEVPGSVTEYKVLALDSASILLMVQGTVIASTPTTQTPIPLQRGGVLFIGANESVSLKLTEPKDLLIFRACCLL
TLR4-MyD88 BLA = inhibitors of TLR4-MyD88 association in cells, primary screen, cell-based, HeLa CL3-4, BLA complementation, FRET ratio. HeLa CL3-4 TLR4/MyD88 BLA complementation. AID 861, 2007. inhibition, % at 8.4 µM. Toll-like receptor 4 (Homo sapiens) + Myeloid differentiation primary response protein …. 0.18% of 200,000 active; in the data active means inhibition above about 25%;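 further: 0% = vehicle and 100% = reference inhibitor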
S1P3 antag = S1P3 receptor antagonists, primary screen, cell-based. CHO S1P3 NFAT-BLA reporter, FRET fluorescence, antagonist mode. inhibition, % at 4.98 µM. 0.27% of 170,000 active. AID 485, 2006;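 active means inhibition above the plate cutoff, the mean inhibition of test wells on that plate plus 3 SD, cut at about 28% in these data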;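 further: cells challenged with S1P at its EC80 of 0.8 µM; blue over green emission ratio from cleaved BLA substrate after 4 h stimulation; 0% = S1P-stimulated wells and 100% = unstimulated DMSO-only wells; some compounds past the cut are filed as inactive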
Target sequence (Q99500 whole entry, looked up): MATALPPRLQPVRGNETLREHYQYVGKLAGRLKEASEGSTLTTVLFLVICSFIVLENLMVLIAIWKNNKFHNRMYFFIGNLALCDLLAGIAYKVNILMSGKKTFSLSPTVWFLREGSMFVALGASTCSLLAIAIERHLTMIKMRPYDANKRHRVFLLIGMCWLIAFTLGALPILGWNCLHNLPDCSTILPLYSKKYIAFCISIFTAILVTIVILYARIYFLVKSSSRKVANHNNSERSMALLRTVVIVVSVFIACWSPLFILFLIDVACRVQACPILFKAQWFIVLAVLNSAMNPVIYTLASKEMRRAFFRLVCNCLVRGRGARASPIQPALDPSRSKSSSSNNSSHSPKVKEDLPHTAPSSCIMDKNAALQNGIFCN
Hsp70 activator = Hsp70 transcriptional activators, primary screen, cell-based, HeLa, Hsp70 promoter luciferase, luminescence, 10 µM; HeLa Hsp70 promoter luciferase reporter; scaled: vehicle 0, proteasome-inhibitor control 100%; activation, % at 10 µM; 0.04% of 200,000 active; AID 1203, 2008;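 active means activation above the mean across all tested compounds plus 3 SD, cutoff set per campaign, cut at about 5.5% in these data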;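 further: 100% = MG132 at 30 µM as the positive control and 0% = DMSO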
PMI act satM6P = human PMI activators, high substrate, primary screen, biochemical, fluorescence intensity, near-saturating mannose 6-phosphate | coupled PMI enzyme assay, resazurin fluorescence, 20 min; hits give high values; 1 = untreated enzyme, 0 = substrate-free blank | AID 1216, 2008 | Mannose-6-phosphate isomerase (Homo sapiens), P34949 | 0.34% of 190,000 active | activation factor at 20 µM;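 active means activation factor of 2 or more at 20 µM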
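assay system = human phosphomannose isomerase with PGI, G6PDH, diaphorase coupling enzymes | quantity = 15 ng/mL PMI | incubation = enzyme reaction with compound 20 min at room temperature | medium = HEPES pH 7.4 buffer with MgCl2 and Tween-20 | compound dosing = one concentration, 20 µM, in 1% DMSO | measured by = Diaphorase-driven resazurin-to-resorufin fluorescence, excitation 544, emission 590 nm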
DTT redox prof = compounds producing H2O2 with reducing agent – biochemical, NIH compound library profiling, artefact control for MLSCN library redox annotation, primary screen | DTT-dependent redox cycling H2O2, phenol red/HRP absorbance; 100% = 100 µM peroxide control, 0% = buffer | activation, % at 10 µM | 0.03% of 200,000 active | AID 878, 2007;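 active means activation of at least 50% relative to the plate's high and low controls in the primary single-dose screen; inactive means activation below 50%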;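 further: compound incubated with DTT at 0.8 mM final as the reducing agent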
* marks the source's active call; other numbers are inactive results. Unless noted, no stated cut-off is given here; in the data, active means inhibition above about 50%; inactive means the rest. Hits appear at their usual frequency; any-hit rate near 12%.

Results for CCNC(=O)C1CC(=O)N(c2ccc(Br)cc2)C1 (stereo not drawn) ?
RAM network inh: 0.1; Diaph inh CS: 12; G6PDH CS: 4; Diaph act CS: 0.9; Lmaj promast: -8; PMI activator: 1; TLR4-MyD88 BLA: 2; S1P3 antag: 21; Hsp70 activator: -0.2; PMI act satM6P: 1; DTT redox prof: 2.1

Results for CCN(CC)S(=O)(=O)c1ccc(O)c(NS(=O)(=O)c2ccccc2F)c1 ?
RAM network inh: -0.7; Diaph inh CS: 9; G6PDH CS: 11; Diaph act CS: 0.9; Lmaj promast: -10; PMI activator: 0.8; TLR4-MyD88 BLA: -8; S1P3 antag: 14; Hsp70 activator: -0.2; PMI act satM6P: 1.1; DTT redox prof: -0.4

How did CCCOc1ccc(S(=O)(=O)NCCCN2CCOCC2)c2ccccc12 do in these assays?
RAM network inh: 1.3; Diaph inh CS: 11; G6PDH CS: 14; Diaph act CS: 0.9; Lmaj promast: 28; PMI activator: 0.9; TLR4-MyD88 BLA: 0; S1P3 antag: 16; Hsp70 activator: 0.1; PMI act satM6P: 0.9; DTT redox prof: 1.1

What do the screens show for `Clc1ccc(SCc2cn3ccccc3n2)cc1`?
RAM network inh: 0.7; Diaph inh CS: 15; G6PDH CS: -1; Diaph act CS: 0.8; Lmaj promast: -3; PMI activator: 0.9; TLR4-MyD88 BLA: 8; S1P3 antag: 7; Hsp70 activator: -0.2; PMI act satM6P: 0.9; DTT redox prof: 0.4

How did O=C(CSc1ccc(Cl)cc1)OCc1nnc(-c2ccccc2)o1 do in these assays?
RAM network inh: 1.6; Diaph inh CS: 12; G6PDH CS: 13; Diaph act CS: 0.9; Lmaj promast: -5; PMI activator: 0.9; TLR4-MyD88 BLA: 5; S1P3 antag: -12; Hsp70 activator: 0.2; PMI act satM6P: 0.9; DTT redox prof: 2.1

How did CC(C)C(NC(=O)c1ccc(F)cc1)C(=O)Nc1cccnc1 (stereo not drawn) do in these assays?
RAM network inh: -0.7; Diaph inh CS: 0; G6PDH CS: 8; Diaph act CS: 1; Lmaj promast: -5; PMI activator: 1; TLR4-MyD88 BLA: 2; S1P3 antag: -17; Hsp70 activator: 0.0; PMI act satM6P: 1.1; DTT redox prof: 0.1

Results for CCOC(=O)c1nnc(-c2cccs2)nc1Oc1ccc(Cl)cc1 ?
RAM network inh: 0.6; Diaph inh CS: 18; G6PDH CS: 9; Diaph act CS: 0.8; Lmaj promast: -2; PMI activator: 1.1; TLR4-MyD88 BLA: 7; Hsp70 activator: -0.1; PMI act satM6P: 1.1; DTT redox prof: 0.5

How did N#CCCN(C(=O)CSc1ccc2c(c1)OCCO2)c1ccccc1 do in these assays?
RAM network inh: 2.7; Diaph inh CS: 11; G6PDH CS: 6; Diaph act CS: 0.9; Lmaj promast: -8; PMI activator: 1; TLR4-MyD88 BLA: 0; S1P3 antag: 0; Hsp70 activator: 0.5; PMI act satM6P: 1; DTT redox prof: -2.3

What do the screens show for `CCOC(=O)N1CCN(C(=O)c2oc(=O)c3ccccc3c2-c2ccc(C)cc2)CC1`?
RAM network inh: 4.5; Diaph inh CS: 14; G6PDH CS: 8; Diaph act CS: 0.9; Lmaj promast: 3; PMI activator: 0.9; TLR4-MyD88 BLA: -3; S1P3 antag: -39; Hsp70 activator: -0.3; PMI act satM6P: 0.9; DTT redox prof: -0.5

Results for Cc1ccccc1NC(=O)C1CCN(C2=NS(=O)(=O)c3ccccc32)CC1 ?
RAM network inh: -0.5; Diaph inh CS: -6; G6PDH CS: 6; Diaph act CS: 1.1; Lmaj promast: -1; PMI activator: 1.1; TLR4-MyD88 BLA: -13; S1P3 antag: 18; Hsp70 activator: 0.0; PMI act satM6P: 1.1; DTT redox prof: -0.5

How did CCN1CCN(C(=O)C2c3cc(OC)c(OC)cc3C(=O)N(C)C2c2ccc(SC)cc2)CC1 (stereo not drawn) do in these assays?
RAM network inh: 0.0; Diaph inh CS: 13; G6PDH CS: 3; Diaph act CS: 0.9; Lmaj promast: 76*; PMI activator: 0.9; TLR4-MyD88 BLA: 7; Hsp70 activator: -0.4; PMI act satM6P: 0.9; DTT redox prof: 1.7

Results for Cc1ccc(-c2nc3ncccc3o2)cc1NC(=O)c1cccnc1 ?
RAM network inh: -0.2; G6PDH CS: 11; Lmaj promast: 11; TLR4-MyD88 BLA: -3; S1P3 antag: 3; Hsp70 activator: -0.4; DTT redox prof: 0.1

How did O=C(NCCc1nc2ccccc2[nH]1)c1cccc(Br)c1 do in these assays?
RAM network inh: 2.0; Diaph inh CS: 11; G6PDH CS: -3; Diaph act CS: 0.9; Lmaj promast: 3; PMI activator: 1; TLR4-MyD88 BLA: -19; S1P3 antag: 5; Hsp70 activator: -0.1; PMI act satM6P: 0.9; DTT redox prof: 0.1

Results for CCCCN(C)C(=O)c1nc2ccccn2c1CN1CCSCC1 ?
RAM network inh: -0.1; Diaph inh CS: 9; G6PDH CS: 2; Diaph act CS: 0.9; Lmaj promast: -4; PMI activator: 1; TLR4-MyD88 BLA: -3; S1P3 antag: -8; Hsp70 activator: 0.2; PMI act satM6P: 1; DTT redox prof: 0.1

Results for O=C(CCn1nnc2ccccc21)NNC(=O)C1CCCCC1 ?
RAM network inh: 0.1; Diaph inh CS: -3; G6PDH CS: 5; Diaph act CS: 1; Lmaj promast: -3; PMI activator: 1.1; TLR4-MyD88 BLA: -2; S1P3 antag: -24; Hsp70 activator: -0.3; PMI act satM6P: 1; DTT redox prof: -0.9

Results for Cc1cc(Sc2nc(NC(C)C)nc(NC(C)C)n2)nc(Cl)n1 ?
RAM network inh: 0.7; Diaph inh CS: -3; G6PDH CS: 3; Diaph act CS: 1; Lmaj promast: 0; PMI activator: 1; TLR4-MyD88 BLA: 0; S1P3 antag: 11; Hsp70 activator: -0.3; PMI act satM6P: 1; DTT redox prof: -0.6

How did CCC1Sc2ccccc2N(CC(=O)NCc2ccc3c(c2)OCO3)C1=O (stereo not drawn) do in these assays?
RAM network inh: 5.7; Diaph inh CS: 7; G6PDH CS: 3; Diaph act CS: 0.9; Lmaj promast: 5; PMI activator: 1; TLR4-MyD88 BLA: 3; S1P3 antag: -4; Hsp70 activator: -0.1; PMI act satM6P: 1; DTT redox prof: -3.1

What do the screens show for `O=C(OCC(=O)N1CCN(S(=O)(=O)c2ccc(Cl)cc2)CC1)c1ccc([N+](=O)[O-])o1`?
RAM network inh: 1.1; Diaph inh CS: 3; G6PDH CS: 3; Diaph act CS: 1; Lmaj promast: 57*; PMI activator: 1; TLR4-MyD88 BLA: 11; S1P3 antag: -13; Hsp70 activator: -0.1; PMI act satM6P: 0.9; DTT redox prof: -2.2

Results for CCCC(=O)Nc1nnc(-c2ccco2)s1 ?
RAM network inh: 0.7; Diaph inh CS: -2; G6PDH CS: 2; Diaph act CS: 1; Lmaj promast: -7; PMI activator: 1; TLR4-MyD88 BLA: 0; S1P3 antag: -8; Hsp70 activator: 0.0; PMI act satM6P: 1; DTT redox prof: 1.6

What do the screens show for `O=C(Cc1ccc([N+](=O)[O-])cc1)NCC1CCCO1` (stereo not drawn)?
RAM network inh: 2.1; Diaph inh CS: 8; G6PDH CS: 10; Diaph act CS: 0.9; Lmaj promast: 2; PMI activator: 0.9; TLR4-MyD88 BLA: 5; S1P3 antag: -29; Hsp70 activator: -0.2; PMI act satM6P: 0.9; DTT redox prof: 5.7

Results for COc1ccc(/C(C)=N\NS(C)(=O)=O)c(OC)c1 ?
RAM network inh: 1.5; Diaph inh CS: 12; G6PDH CS: 7; Diaph act CS: 0.9; Lmaj promast: -8; PMI activator: 0.9; TLR4-MyD88 BLA: 8; S1P3 antag: -7; Hsp70 activator: -0.4; PMI act satM6P: 0.9; DTT redox prof: -0.2

How did Cc1cc(-c2cccs2)n[nH]1 do in these assays?
RAM network inh: 0.1; Diaph inh CS: 6; G6PDH CS: 4; Diaph act CS: 0.9; Lmaj promast: -5; PMI activator: 0.9; TLR4-MyD88 BLA: 4; S1P3 antag: 8; Hsp70 activator: -0.4; PMI act satM6P: 1; DTT redox prof: 0.3

Results for COc1cc(NC(=O)Cn2ncc(Cl)c(Cl)c2=O)c(C)cc1[N+](=O)[O-] ?
RAM network inh: 0.4; Diaph inh CS: 10; G6PDH CS: 8; Diaph act CS: 0.9; Lmaj promast: 89*; PMI activator: 1; TLR4-MyD88 BLA: 18; S1P3 antag: -15; Hsp70 activator: 0.2; PMI act satM6P: 1; DTT redox prof: 0.6

Results for CC1CCN(c2cc(N)c(Cl)cc2[N+](=O)[O-])CC1 ?
RAM network inh: -0.2; Diaph inh CS: 12; G6PDH CS: 4; Diaph act CS: 0.9; Lmaj promast: 4; PMI activator: 1; TLR4-MyD88 BLA: -2; Hsp70 activator: -0.1; PMI act satM6P: 1; DTT redox prof: -3.5

Results for O=[N+]([O-])c1ccc(C2CCCC/C2=N/OCc2ccc(F)cc2)c([N+](=O)[O-])c1 (stereo not drawn) ?
RAM network inh: 13*; Diaph inh CS: -11; G6PDH CS: 12; Diaph act CS: 1.1; Lmaj promast: 54*; PMI activator: 1.1; TLR4-MyD88 BLA: 11; Hsp70 activator: -0.4; PMI act satM6P: 1; DTT redox prof: -6.7
